Htt clearance: mutant huntingtin protein clearance. AID 853. inhibition, % at 1.5 µM. HeLa Exon1htt(103Q)mCFP, aggregate imaging; zero = plate's median compound well. actives 0.42% (n = 47,000);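 active = inhibition of aggregate fluorescence above about 70%, also judged a hit by eye on the cell image, limit read from the data, passing the limit was not always enough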;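 note: cells exposed to compound for three days before fixation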
Htt clearance grain fraction: also measured in Htt clearance; calls as there; fraction fluorescence in grains; measured here: aggregate grain fluorescence fraction; active compounds read low;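 scaled fraction of total cell fluorescence in grains with unit not stated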
Active calls of the source: *; · = no result given. Not all compounds are listed; the hit share may differ from the screen's.

SMILES	Htt clearance	Htt clearance grain fraction
COCCn1c(C)cc(C(=O)CSc2nc3ccccc3c(=O)[nH]2)c1C	-55.6	33.4
Cc1cccc(NC(=O)c2cc3n(n2)C(C(F)(F)F)CC(c2ccc4c(c2)OCO4)N3)c1 (stereo not given)	-6.1	19.6
CCC(=O)c1ccc(N2CCCC2)c(F)c1	-3.4	18.4
O=C(Nc1ccc(N2CCCC2)c(Cl)c1)c1ccc2c(c1)OCCO2	-28.4	23.5
CSCCC1(C(=O)O)NC(c2ccccc2O)C2C(=O)N(C(C)C)C(=O)C21 (stereo not given)	-65.6	59.2
CN(CCNC(=O)C1CCN(S(=O)(=O)N2CCOCC2)CC1)CCc1ccccc1	-32.2	53.6
Cc1ccc(OCc2nnc(SCC(=O)NCc3ccccc3)n2C)cc1	-4.2	18.9
COc1ccc(-c2nn(C)c(=O)c3ccccc23)cc1NS(C)(=O)=O	-46.9	56.4
Cc1oc(CSCC2CCCO2)cc1C(=O)O (stereo not given)	21.9	14.9
COc1cc(OC)cc(C(=O)N2CCN=C2SCc2cccnc2)c1	-266.3	150
O=C(Nc1nc(-c2ccccc2)cs1)c1cccs1	7.2	34.9
COc1ccc(-c2cc(C(=O)NC(C(=O)O)C(C)C)c(C)o2)cc1OC (stereo not given)	-3.3	35.2
CCOC(=O)c1ccc2[nH]c(C)c(CCC(C)=O)c(=O)c2c1	33.6	25.5
O=S(=O)(c1ccc2c(c1)OCCO2)N1CCC(n2nnc3cc(F)ccc32)CC1	0.0	46.2
COc1ccc(NC(=O)CSc2nnc(-c3ccccc3Cl)n2Cc2ccco2)c(OC)c1	31.7	15
COc1ccc(CONS(=O)(=O)c2ccc(NC(C)=O)cc2)cc1Cl	1.2	38.4
Cc1ccc(-c2noc(CSc3nc(N)cc(N)n3)n2)cc1	1.1	32.4
O=C(NC1=NCCS1)C12CC3CC(C1)CC(C(=O)NC1=NCCS1)(C3)C2	-51.8	30.1
COc1cc(C2NC(=O)NC(C)=C2C(=O)OC(C)C)ccc1OC(=O)c1ccco1 (stereo not given)	-42.7	25.1
COCCCn1c(SCC(=O)NCc2ccco2)nc2sc3c(c2c1=O)CCC3	-2.5	39.1
CCOc1nc(C)ccc1-c1noc(-c2ccccn2)n1	11.3	30
CCn1cc(C2Nc3ccccc3C(=O)N2O)c(C)n1 (stereo not given)	15.8	16.1
COc1ccc(/C=N/NC(=O)c2csc(-n3nc(C)cc3C(F)(F)F)n2)cc1	59.5	15.6
Cc1ccc(NC(=O)c2csnn2)c(C)c1	-15.6	22.5
COc1ccc(NC(=O)c2cccs2)cc1NC(=O)c1ccco1	-14.4	43
COc1ccccc1C1C(C#N)=C(N)Oc2cc(C)n(CCCn3ccnc3)c(=O)c21 (stereo not given)	25.3	26.4
CCOC(=O)Cc1[nH]nc2c1C(c1ccoc1)C(C#N)=C(N)O2 (stereo not given)	37.0	12.4
CCOC(=O)C1CCN(S(=O)(=O)c2cc(Cl)c(C)cc2OC)CC1	36.0	12.4
CC(=O)Oc1cccc(N2C(=O)c3ccc(C(=O)O)cc3C2=O)c1	29.8	25.8
Cc1ccc2c(c1)c1c(n2CC(O)Cn2c(C)nc3ccccc32)/C(=N\O)CCC1 (stereo not given)	100.0*	·
Cc1ccccc1N1C(=O)c2ccccc2N2C(=O)c3ccccc3C12 (stereo not given)	-16.5	27.5
CCOC(=O)c1ccc(NC(=O)CNC(=O)C2CCCCC2)cc1	-104.7	37.2
COCCOC(=O)C1=C(C)NC2=C(C(=O)CC(c3cccs3)C2)C1c1ccsc1 (stereo not given)	21.3	14.3
COc1cc(/C=C(/C(=O)c2cccs2)c2nc3ccccc3[nH]2)ccc1O	-10.2	44
CC(C)(C)CC(C)(C)c1ccc(O)c(CN2CCN(CCC#N)CC2)c1	-0.3	23.4
O=[N+]([O-])c1nn(-c2ccc3c(c2)OCCO3)n(O)c1=Nc1ccc(Cl)cc1	-15.7	38.7
CCOC(=O)Cn1ncc(-c2ccccc2)c1N	-54.8	30.1
O=C(Nc1nc2ccccc2s1)C1CCCN1S(=O)(=O)c1ccc(Cl)cc1 (stereo not given)	26.8	12.6
COc1ccccc1NC(=O)CCC(=O)Nc1nnc(C(F)(F)F)s1	-15.4	46.3
CC1Cn2c(nnc2-c2cccs2)S1 (stereo not given)	-21.2	20.8
Nc1cc(Cl)c(N)cc1Cl	3.0	19
CCCCOc1ccc(C(=O)Nc2ccc(S(=O)(=O)Nc3cc(C)on3)cc2)cc1OC	16.7	28.7
CCOC(=O)c1ccc(NC(=O)NC2CC3CCC(C2)N3Cc2nnnn2C(C)(C)C)cc1 (stereo not given)	-4.0	41.9
O=C(Nc1cccc(-c2nnc(-c3ccccc3)o2)c1)c1ccc(Br)o1	-31.8	23.4
Cn1c(=O)c2ncn(CC(=O)NCCC3=CCCCC3)c2n(C)c1=O	-6.7	20.8
NC(=O)c1sc2nc3c(c(-c4ccccc4)c2c1N)CCC3	42.9	10.7
N#CC1=C2SCN(c3ccccc3)CN2C(=O)CC1c1c(Cl)cccc1Cl (stereo not given)	57.5	19.2
O=C(CN1CCCCC1)N1c2ccccc2CCc2ccccc21	18.2	13.1
O=S(=O)(N/N=C/c1ccc(Cl)cc1)c1ccc(Cc2ncc(C(F)(F)F)cc2Cl)s1	22.9	15.2
CCC1SC2=NCN(c3ccccc3)CN2C1=O (stereo not given)	-4.3	37.9

5 compounds from above, arranged by the number in Htt clearance grain fraction, low to high.
SMILES	Htt clearance	Htt clearance grain fraction
NC(=O)c1sc2nc3c(c(-c4ccccc4)c2c1N)CCC3	42.9	10.7
O=C(CN1CCCCC1)N1c2ccccc2CCc2ccccc21	18.2	13.1
O=S(=O)(N/N=C/c1ccc(Cl)cc1)c1ccc(Cc2ncc(C(F)(F)F)cc2Cl)s1	22.9	15.2
Nc1cc(Cl)c(N)cc1Cl	3.0	19
CCOC(=O)c1ccc(NC(=O)NC2CC3CCC(C2)N3Cc2nnnn2C(C)(C)C)cc1 (stereo not given)	-4.0	41.9

Back to the main list, starting 5 compounds before the break.
SMILES	Htt clearance	Htt clearance grain fraction
NC(=O)c1sc2nc3c(c(-c4ccccc4)c2c1N)CCC3	42.9	10.7
N#CC1=C2SCN(c3ccccc3)CN2C(=O)CC1c1c(Cl)cccc1Cl (stereo not given)	57.5	19.2
O=C(CN1CCCCC1)N1c2ccccc2CCc2ccccc21	18.2	13.1
O=S(=O)(N/N=C/c1ccc(Cl)cc1)c1ccc(Cc2ncc(C(F)(F)F)cc2Cl)s1	22.9	15.2
CCC1SC2=NCN(c3ccccc3)CN2C1=O (stereo not given)	-4.3	37.9
CC1=C(C(=O)Nc2ccccc2)C(c2cccc([N+](=O)[O-])c2)Nc2nc3ccccc3n21 (stereo not given)	-85.9	29.8
CCn1cc(C(=O)NCc2ccc(C)o2)c2cc(OC)c(OC)cc2c1=O	4.0	31.4
CCCC(=O)N1CCN(c2ccc(NC(=O)c3ccco3)cc2)CC1	-0.9	34.3
Cc1ccc(C)c(NC(=S)c2ccccn2)c1	-26.1	54.8
COc1ccc(C2CC(=O)C=C(NCC3CCCO3)C2)cc1 (stereo not given)	30.2	23.6
CCOC(=O)C1CCCN(C(=O)c2ccccc2NC(C)=O)C1 (stereo not given)	48.6	9.91
O=C(O)CSCc1ccc(C(=O)O)o1	5.8	18.9
COc1ccccc1-c1nc(C#N)c(NCc2ccc(F)cc2)o1	50.4	17.2
CCOc1cccc(C(=O)Nc2cc(-c3nn4c(C)nnc4s3)ccc2C)c1	-12.1	36.1
COc1ccccc1-n1c2c(cc(C(=O)N3CCC(C)CC3)c1=O)C(=O)CC(C)(C)C2	67.2	13.4
COc1ccc(NC(=O)CSc2nc(NS(=O)(=O)c3ccccc3)cc(=O)[nH]2)cc1	-12.5	42.9
Nc1c(N2CCN(c3ccccc3)CC2)c2ccccc2oc1=O	26.9	15.1
O=C(c1ccccc1)c1cnc(Nc2ccc(Cl)c(Cl)c2)s1	-0.7	37.9
C=CCn1c(N)c(-c2nc3ccccc3n2C)sc1=S	15.2	16.5
O=C(Nc1ccccc1)N1CCN(c2nc3ccccc3s2)CC1	-30.5	22
Cc1ccc(Cl)cc1N(CC(=O)NC1CCCCC1)S(C)(=O)=O	-5.5	37
N#C/C(=C\c1cc(Cl)ccc1O)C(=O)NC1CCCCC1	-5.0	46.2
CC(C)N1CC(C(=O)Nc2ccccc2)CC1=O (stereo not given)	-46.9	28.6
Cc1ccc(C2=N/C(=C\c3cccs3)C(=O)N2Nc2ccccc2)cc1	19.4	33.9
O=C(CCc1ccccc1)Nc1ccc(N2CCOCC2)c(Cl)c1	3.0	17.7
Cc1c(N2C(=O)c3ccccc3C2=O)c(=O)n(-c2ccccc2)n1C	-27.4	54.5
CCOC(=O)N1CCN(c2c(NCCCN3CCCCCC3)c(=O)c2=O)CC1	50.4	20.3
Cc1ccc(C)c(/C(O)=C2/C(=O)C(=O)N(CCN3CCOCC3)C2c2ccco2)c1 (stereo not given)	21.8	16.3
O=C(CN1CCN(c2ncccn2)CC1)Nc1ccccc1-n1cccc1	10.8	30.9
CCOc1cc(C(=O)Nc2cc(C)ccn2)cc(OCC)c1OCC	35.7	23.3
Cn1c(OCc2cccnc2)nc2c1c(=O)n(Cc1ccc(Cl)cc1)c(=O)n2C	-39.5	24.9
CCOc1ccc(-c2nnc(-c3ccco3)o2)cc1OCC	1.2	20.7
CCN1C(=O)C2C(c3ccc(O)c(OC)c3)NC(C)(C(=O)OC)C2C1=O (stereo not given)	5.5	32.5
COc1cc(C(=O)OCC(=O)Nc2cc(C)on2)cc(OC)c1OC	-7.9	43.4
CCOC(=O)CCC(=O)NCc1ccc2[nH]c(C)cc2c1	36.0	13.7
COc1cc(C(=O)Nc2cnc(NC(=O)C(C)C)cc2C)cc(OC)c1OC	-81.4	55.8
CC1(C)Oc2ccc(C(=O)N3CCc4ccccc43)cc2N(CC(=O)N2CCCC2)C1=O	-31.6	46.5
CN(CC(=O)O)S(=O)(=O)c1ccc(F)cc1	51.0	9.81
Cc1ccc(C2C(=O)N(C3CCC(C)CC3)CC(=O)N2C2CC2)cc1 (stereo not given)	-0.4	19.2
O=C(CN1C(=O)c2ccccc2C1=O)N1CCN(c2ccccc2)CC1	-29.6	22.7
COc1ccc(-c2nnc(SCc3cccc(C)c3)n2N)cc1	1.3	35.3
COc1nc(C)ccc1-c1noc(-c2ccncc2)n1	-27.2	24.7
O=C1NC2(CCCCCC2)N=C1c1ccc(F)cc1	39.1	12.8
CCS(=O)(=O)CCSc1nc2ccccc2o1	67.4	5.94
COc1ccc(C)cc1NC(=O)C1CC(=O)N(Cc2ccco2)C1 (stereo not given)	19.1	17.7
O=C(Nc1nc(-c2ccncc2)cs1)c1ccco1	-7.5	43.1
O=c1oc(-c2cc3ccccc3o2)nc2sc3c(c12)CCCC3	-2.9	40.3
CCOC(=O)C(C)Sc1nc(N)c(NC(=O)c2ccc(OC)c(OC)c2)c(=O)[nH]1 (stereo not given)	17.3	27.8
CCn1c(SCC(=O)Nc2nonc2C)nnc1-c1ccoc1C	-7.2	22.2
Cc1ccc(NC(=S)NCCc2c[nH]c3ccccc23)cc1	-18.1	35.6
CC(=O)c1ccc(NC(=O)Nc2ccc3c(c2)N(C)C(=O)CS3)cc1	-28.4	40.7
CC1=C(C(=O)OCc2ccccc2)C(c2cccnc2)n2ncnc2N1 (stereo not given)	16.1	36.2
O=C(CN1CCCC1)N1c2ccccc2Sc2ccccc21	-21.6	42.1
COc1ccc(CCN2CC34C=CC(O3)C(C(=O)NCc3ccccc3Cl)C4C2=O)cc1OC (stereo not given)	-11.0	26.2
Nc1cc(OC(=O)c2cccs2)nn1S(=O)(=O)c1ccc(F)cc1	-33.0	52.6

Continued:
SMILES	Htt clearance	Htt clearance grain fraction
Cc1ccc(CCNC(=O)c2nnn(-c3cccc(C)c3)c2N)cc1	3.0	33
O=C1CC(c2ccco2)CC(O)=C1C=NCCN1CCNCC1 (stereo not given)	15.4	16.4
COc1cc(CC(=O)Oc2ccc3c(c2)OCO3)cc(OC)c1OC	9.9	15
CCC(C)(C(=O)Nc1ccc2c(c1)OCCO2)N(C(C)=O)c1ccc(C(N)=O)cc1 (stereo not given)	-14.0	43.4
COc1ccc(C(=O)n2nc(-c3ccc(C)cc3)nc2N)cc1OC	15.7	32
CC(=O)Nc1cc(-c2nn(CC(=O)N3CCCCC3)c(=O)c3ccccc23)ccc1N1CCOCC1	10.2	15.9
O=C(Nc1ccccc1C(=O)NCCCn1ccnc1)c1ccc(Cl)cc1Cl	-70.5	30.4
O=C(CCNC(=O)Cn1ccc2ccccc2c1=O)NCCCN1CCN(c2ccccc2F)CC1	-35.7	57.6
O=C(CCCC(=O)OCC1CCCO1)OCC1CCCO1 (stereo not given)	-49.9	60.1
c1ccc(SCc2nc(-c3cccnc3)no2)cc1	-2.1	21.7
Cc1cccc(NC(=O)Cn2cc(C(=O)c3ccco3)c3ccccc32)c1	-81.7	68.4
CCOC(=O)C(Cc1ccccc1)NC(=O)Cn1nnc(-c2ccccc2)n1 (stereo not given)	-3.8	45
CCCCOCCCNC1=NCCCCC1	-6.2	23.2
COC(=O)c1ccccc1NC(=O)C1CCCN(S(C)(=O)=O)C1 (stereo not given)	-29.2	21.4
NCCN=C1NS(=O)(=O)c2ccccc21	4.5	18.3
NC(=O)CS(=O)(=O)c1nc2ccccc2n1CC(=O)N1CCCCC1	15.7	15
CCCCNS(=O)(=O)c1ccc2c(c1)oc(=O)n2CC(=O)OCC	-209.4	161
COC(=O)c1ccc2c(=O)n(CCO)c(=S)[nH]c2c1	56.0	8.55

Single records (already shown):
O=C(CN1CCN(c2ncccn2)CC1)Nc1ccccc1-n1cccc1 across the screens: Htt clearance: 10.8; Htt clearance grain fraction: 30.9
COc1ccc(C)cc1NC(=O)C1CC(=O)N(Cc2ccco2)C1 (stereo not given) across the screens: Htt clearance: 19.1; Htt clearance grain fraction: 17.7
